From PubChem BioAssay
KCNK3 inh = human KCNK3 channel inhibition, primary screen | actives 0.84% (n = 340,000) | O14649 | B-score at 10 µM | CHO-KCNK3 thallium flux, FluxOR fluorescence; stronger effect = lower value;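 active = B-score under library mean minus 4 SD, starting fluorescence ratio at most library mean plus 5 SD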;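 also: more negative B-score means stronger inhibition of thallium flux through KCNK3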
Target sequence (O14649 whole entry, looked up): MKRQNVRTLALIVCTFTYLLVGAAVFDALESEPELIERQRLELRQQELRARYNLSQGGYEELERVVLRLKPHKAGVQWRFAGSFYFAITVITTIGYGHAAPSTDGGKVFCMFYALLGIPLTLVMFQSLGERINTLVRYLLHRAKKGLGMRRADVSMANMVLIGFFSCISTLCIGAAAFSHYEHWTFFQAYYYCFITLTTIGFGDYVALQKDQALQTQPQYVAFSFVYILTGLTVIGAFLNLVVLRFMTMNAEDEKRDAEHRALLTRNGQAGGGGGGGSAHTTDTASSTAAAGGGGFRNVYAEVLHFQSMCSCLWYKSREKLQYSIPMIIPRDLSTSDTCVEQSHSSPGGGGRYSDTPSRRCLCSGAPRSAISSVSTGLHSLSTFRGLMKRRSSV
Dyrk1A ADPGlo = Dyrk1A (rat) kinase inhibition; Q63470; ADP-Glo luminescence, NFATc1 peptide; inhibition, % at 12.5 µM; actives 0.43% (n = 310,000); AID 504441; in the data active = inhibition above about 50%;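 also: plate controls were vehicle with enzyme for no effect and no enzyme for full effect; many of its hits are not listed in these tables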
Starred values were filed as active, the others as inactive; i = inactive; & = joins results of further samples.

Below each compound: KCNK3 inh	Dyrk1A ADPGlo
CCCNC(=O)C1CN(S(=O)(=O)c2ccc(Cl)s2)c2ccccc2O1 (stereo not drawn)
 : i	-3.3
COc1cc(CC(=O)Nc2ccc(S(=O)(=O)N(C)C)cc2)cc(OC)c1OC
 : i	-6.4
CCc1ccc(-n2c(SCC(=O)NC3CCS(=O)(=O)C3)nc3ccccc3c2=O)cc1 (stereo not drawn)
 : i	1.4
CCC(C)(C)C1CCc2[nH]nc(C(=O)O)c2C1 (stereo not drawn)
 : i	-2.5
O=C(CSc1nc2nn(-c3ccccc3)c(=O)c-2c2n1CCCCC2)Nc1ccc(OC(F)F)cc1
 : i	3.9
O=C(NCc1ccco1)c1cc(S(=O)(=O)N2CCCCC2)ccc1Cl
 : i	4.2
Nc1cc(N)cc(-c2nc3ccccc3[nH]2)c1
 : i	-3.5
COc1ccccc1CNC(=O)c1cc(-c2ccccc2C)n(CC2CC(c3cccc([N+](=O)[O-])c3)=NO2)n1 (stereo not drawn)
 : i	0.2
CCCCN(C(=O)c1cccc(-c2ccc(OC(C)=O)cc2)c1)c1c(N)n(CCC)c(=O)[nH]c1=O
 : i	5.6
CCOc1cccc2cc(C(N)=O)c(=N)oc12
 : i	6.9
C[C@H](CO)N1C[C@H](C)[C@@H](CN(C)C(=O)Nc2ccc3c(c2)OCO3)Oc2c(NC(=O)C3CC3)cccc2C1=O
 : i	-2.2
O=C(C1CCCN(S(=O)(=O)c2ccc(F)cc2)C1)N1CCOCC1 (stereo not drawn)
 : i	6.2
CCOCCCN1C(=O)C(=O)N(CC(=O)N2c3ccccc3NC(=O)CC2C)C1=O (stereo not drawn)
 : i	-0.8
O=C(CSc1nnc(Cc2cccs2)n1C1CC1)NC1CCS(=O)(=O)C1 (stereo not drawn)
 : i	2.5
CC(CN(C)C)CN1c2ccccc2Sc2ccccc21 (stereo not drawn)
 : i	8.3
CCCCN(C(=O)C(C)Oc1ccc(Br)cc1)c1c(N)n(CC(C)C)c(=O)[nH]c1=O (stereo not drawn)
 : i	2.0
CCOc1ncccc1C(=O)Nc1ccc(C(=O)Nc2ccc(OC)cc2)cc1
 : i	-5.3
CC(=O)c1c(C)[nH]c(C(=O)NNC(=O)c2ccc(Br)cc2)c1C
 : i	4.6
COCc1c(C(=O)OCC(=O)N2CCCC2=O)oc2ccccc12
 : i	2.7
CCOC(=O)CSc1nnc(CNC(=O)c2ccc(S(=O)(=O)N3CCCCC3)cc2)n1C
 : i	-4.0
COc1ccc(CC(=O)N[C@@H]2c3cc(OC)c(OC)cc3C[C@H]2O)cc1
 : i	-3.3
Cc1ccccc1NC(=O)CSC(=O)c1ccccc1
 : i	5.7
COc1ccc(C2=CC(=O)C[C@H](c3ccc4c(c3)OCO4)C2)cn1
 : i	1.3
O=C(CSc1nc2ncccc2[nH]1)Nc1ccc2c(c1)OCCO2
 : i	8.1
COc1ccc(NC(=O)N(O)C2(C#N)CCCCC2)cc1
 : i	-3.7
CCOC(=O)c1cc2c(c(-c3ccccc3)n1)[C@@H](CCO)N(S(=O)(=O)C(C)(C)C)C2
 : i	5.3
CCN(C(=O)C=Cc1ccco1)c1ccccc1
 : i	-1.9
CC(=O)Nc1ccc(NC(=O)COC(=O)c2ccc([N+](=O)[O-])o2)cc1
 : i	-7.1
Cc1ccc(NC(=O)COC(=O)c2c(-c3ccccc3)noc2C)c(C)c1
 : i	-0.9
COc1ccc(C(=O)COC(=O)CCN2C(=O)C3CC=CCC3C2=O)c(OC)c1 (stereo not drawn)
 : i	-8.3
COc1ccc(CCNC(=O)c2oc3ccccc3c2C)cc1
 : i	2.1
CCCn1c(SCC(=O)Nc2cc(C)on2)n[nH]c1=O
 : i	0.0
COc1cc(OC)cc(-c2c(C#Cc3ccsc3)c3cc(-c4ccc(OC)c(F)c4)ccc3n2C)c1
 : i	0.8
COc1ccc(CN2CCN(C(=O)c3ccc(S(=O)(=O)NCc4ccco4)cc3)CC2)cc1
 : i	10.6
CC(CCC(=O)O)C1CCC2C3CC(O)C4CC(O)CC[C@]4(C)C3CCC12C (stereo partly drawn)
 : i	3.5
O=C(C[C@@H]1C/C=C\C[C@@H](Cc2ccc(F)cc2)C(=O)OC[C@@H](Cc2ccccc2)NC1=O)N[C@H](CO)Cc1ccccc1
 : i	1.6
CS(=O)(=O)c1ccc(Cl)c(NC(=O)CN2CCN(C(=O)c3cccs3)CC2)c1
 : i	-6.1
CC(=NNc1ccccc1)C(C)=NNc1ccccc1
 : i	-7.1
Cc1c(C(=O)Nc2ccc(-n3cnnn3)cc2)oc2ccccc12
 : i	-8.2
COc1ccc(/C=C\C(=O)O[C@@H]2C(O)C(O[C@@H]3OC(C)[C@H](O[C@@H]4OCC(O[C@H]5O[C@H](CO)[C@@H](O)C(O)C5O)C(O)C4O)C(O)C3O)[C@H](OC(=O)[C@]34CCC(C)(C)C[C@@H]3C3=CCC5[C@@]6(C)CC(O)C(O[C@@H]7OC(CO)C(O)[C@H](O)[C@H]7O)[C@@](C)(C(=O)O)C6CC[C@@]5(C)[C@]3(CO)CC4)O[C@H]2C)cc1 (stereo partly drawn)
 : i	-6.8
C[C@H](CO)N1C[C@H](C)[C@@H](CN(C)S(=O)(=O)c2ccccc2)Oc2ccc(NC(=O)Nc3ccccc3)cc2C1=O
 : i	-0.9
Cc1ccc(C)c(OCC(=O)NNC(=O)C2CCC2)c1
 : i	-0.8
CCOC(=O)c1ccc(-c2c(C)cc3oc(=O)cc(-c4ccccc4)c3c2C)cc1
 : i	-6.1
COc1ccc(S(=O)(=O)N2CCCCCC2)cc1NC(=O)c1ccccc1S(C)(=O)=O
 : i	3.3
CN(Cc1ccco1)c1ncnc2ccc(-c3ccc4c(ccn4C)c3)cc12
 : i	9.7
Cc1ccc(S(=O)(=O)N2[C@@H](c3ccccc3)C(C(=O)O)=CC[C@H]2c2cccc(C)c2)cc1
 : i	-7.3
C=CC[C@H](CC(=O)OC(C)(C)C)C(=O)OC[C@H]1CCCN1C(=O)[C@H](CC=C)CC(=O)NCCO
 : i	-3.0
Cc1ccc2c(c1)C(=C(C#N)C#N)CCN2
 : i	60.7*
NS(=O)(=O)c1ccc(CCNC(=O)CNC(=O)c2ccc(Br)o2)cc1
 : i	2.7
O=C(CN1C(=O)NC(c2ccccc2)(c2ccccc2)C1=O)NCc1ccc(F)cc1
 : i	-4.1

2 entries drawn at random from those above, as already listed:
Below each compound: KCNK3 inh	Dyrk1A ADPGlo
NS(=O)(=O)c1ccc(CCNC(=O)CNC(=O)c2ccc(Br)o2)cc1
 : i	2.7
Cc1ccc(C)c(OCC(=O)NNC(=O)C2CCC2)c1
 : i	-0.8

Going on with the list:
Below each compound: KCNK3 inh	Dyrk1A ADPGlo
CC(=O)Nc1ccc(C(=O)NNC(=O)c2ccccc2-n2cccc2)cc1
 : i	-3.3
COc1ccc(NS(=O)(=O)c2cccc(C(=O)N/N=C(/C)c3ccc(-n4ccnc4)cc3)c2)cc1
 : i	0.0
O=C(CNC(=O)c1ccccc1Br)NCC(c1ccco1)N1CCCCC1 (stereo not drawn)
 : i	3.9
C[C@@]12C(=O)Nc3ccc(Cl)cc3C(=O)N1[C@H]1c3cc(Br)ccc3OC[C@@H]1[C@@H]2c1ccccc1
 : i	3.5
O=C(COc1ccc2c(c1)OCO2)NCc1cccs1
 : i	10.9
CCN(CC)S(=O)(=O)c1ccc(Cl)c(NC(=O)COC(=O)C2CCCCC2)c1
 : i	2.0
CC(C)C(NC(=O)c1c(F)cccc1F)C(=O)NCc1ccncc1 (stereo not drawn)
 : i	23.8
Cc1ccc(S(=O)(=O)N2CCCCC2)cc1NC(=O)COC(=O)c1ccc(=O)[nH]c1
 : i	0.7
O=C(/C=C1\C(=O)Nc2ccccc21)/C=C1\C(=O)Nc2ccccc21
 : i	-3.1
Cc1ccc(S(=O)(=O)NCC(=O)OCC(=O)Nc2ccc(C)c(S(=O)(=O)N3CCOCC3)c2)cc1
 : i	-2.8

Some of these compounds in order of heavy-atom count, rising:
Below each compound: KCNK3 inh	Dyrk1A ADPGlo
O=C(COc1ccc2c(c1)OCO2)NCc1cccs1
 : i	10.9
CC(C)C(NC(=O)c1c(F)cccc1F)C(=O)NCc1ccncc1 (stereo not drawn)
 : i	23.8
Cc1ccc(S(=O)(=O)N2CCCCC2)cc1NC(=O)COC(=O)c1ccc(=O)[nH]c1
 : i	0.7

Next section:
Below each compound: KCNK3 inh	Dyrk1A ADPGlo
COC(=O)c1ccc(N2CC3CNC(=O)C2(C(=O)OC)N3C)cc1 (stereo not drawn)
 : i	9.2&3.6
O=C(CN1CCCC1c1ccc2c(c1)OCCO2)NC(=O)Nc1ccccc1 (stereo not drawn)
 : i	4.7
C=CC[C@@H](Cc1ccc(F)cc1)C(=O)OC[C@@H]1CCCN1C(=O)[C@@H](CC=C)CC(=O)N[C@H](CO)Cc1ccccc1
 : i	1.4
COC(=O)C(Cc1ccc(O)cc1)NC(=O)Cn1cc(C)c(=O)[nH]c1=O (stereo not drawn)
 : i	0.7
O=S(=O)(c1ccccc1)N(F)S(=O)(=O)c1ccccc1
 : i	-0.7
NC1=CC(=O)C(=O)c2ccccc21
 : i	9.9
COc1cc(/C=C/C(=O)OCC(=O)c2ccc(OC(F)F)cc2)ccc1O
 : i	40.9
O=C(NC(=S)N1CCOCC1)c1cn(-c2ccccc2)nc1-c1ccccc1
 : i	-0.6
CNC(=O)c1ccc(-c2cc3onc(-c4ccccc4)c3c(=O)n2C)cc1
 : i	0.4
CCn1c(SCC(=O)NCCCN2CCCC2=O)nnc1-c1cccc(C)c1
 : i	0.7
C=CCC[C@H](Cc1ccc(F)cc1)C(=O)OC[C@@H](NC(=O)[C@H](CC=C)CC(=O)NCCO)c1ccccc1
 : i	7.9
Nc1ccccc1C(=O)N1O[C@@H]2C=C[C@H]1C2
 : i	-1.6
O=C(N[C@@H]1C/C=C\C[C@@H](CC(=O)N(CCO)Cc2ccccc2)C(=O)NC[C@H](c2ccccc2)OC1=O)OCC1c2ccccc2-c2ccccc21
 : i	6.6
O=C(NCCCN1CCOCC1)c1c(O)c2cc(Br)cc(Br)c2[nH]c1=O
 : i	8.5
COc1ccc(-c2c(-c3cc(OC)cc(OC)c3)n(C)c3ccc(-c4ccc(SC)cc4)cc23)cc1
 : i	12.9
Nc1cc(=O)[nH]c(SCC(=O)Nc2cccc(S(=O)(=O)N3CCCCC3)c2)n1
 : i	-0.9
O=C(CN1CCN(c2ccccc2O)CC1)Nc1ccc(S(=O)(=O)N2CCCCCC2)cc1
 : i	-2.4
CN(c1ccccc1)S(=O)(=O)c1cccc(NS(=O)(=O)c2cccc(C(=O)O)c2)c1
 : i	2.7
N/C(=N\OC(=O)COc1ccc(Br)cc1Cl)c1ccncc1
 : i	-2.0
O=C1OC(c2ccccc2)(c2cc(Br)c(O)c(Br)c2)c2ccccc21 (stereo not drawn)
 : i	4.5
CCN(C[C@H]1N[C@@](CC)(C(=O)OC)[C@H]2C(=O)N(C)C(=O)[C@@H]12)S(=O)(=O)c1ccc(C(F)(F)F)cc1
 : i	-2.3
O=C1NCCOC(=O)[C@H](Cc2ccc(F)cc2)CC/C=C/C[C@H]1CC(=O)N(CCO)Cc1ccccc1
 : i	-2.5
CC1CCCN(C(=O)COC(=O)/C=C/c2ccc(C(F)(F)F)cc2)C1 (stereo not drawn)
 : i	-7.1
COc1ccccc1C=NN=C(NN=Cc1ccccc1OC)NN=Cc1ccccc1OC
 : -11.2*	1.4
CCSC(=O)NC12CC3CC(CC(C3)C1)C2
 : i	7.0
Nc1ccc(S(=O)(=O)Nc2cc(Cl)c(N)c(Cl)c2)cc1
 : i	1.0
C[C@@]12CCC3[C@@](CCC4[C@@]3(C)CCC[C@@]4(C)C(=O)NC3CCCCC3)(CC1=O)C2 (stereo partly drawn)
 : i	6.1
CCc1ccc(NS(=O)(=O)c2c(C)nc3sc(CC)nn3c2=O)cc1
 : i	-0.1
COc1ccc(OC)c(CN2CCN(C(=O)CNC(=O)c3ccccc3F)CC2)c1
 : i	-0.2
COc1cc(-c2noc(C)c2C(=O)NCc2ccc(C)o2)cc(OC)c1OC
 : i	0.3
Cc1cn(CC(=O)N[C@H](C)c2cccc3ccccc23)c(=O)[nH]c1=O
 : i	10.1
C1CCc2c(c(N3CCOCC3)nc3sc4c(N5CCOCC5)nnnc4c23)C1
 : i	-1.1
O=C1OCCN1C(=O)[C@H]1[C@H](c2ccc(F)cc2)C(c2ccccc2)=NN1c1ccccc1
 : i	-3.8
CSc1ncccc1C(=O)NCc1nnc2ccccn12
 : i	-1.0
CCCSc1ccc([C@H]2N[C@@](C)(C(=O)OC)[C@H]3C(=O)N(CC)C(=O)[C@@H]23)cc1
 : i	11.7
COc1cccc(C2=CC(=O)CC(C)(C)C2)c1OC
 : i	-0.6
NCC[C@H](O)C(=O)N[C@@H]1C[C@H](N)[C@@H](O[C@H]2O[C@H](CN)[C@@H](O)[C@H](O)[C@H]2O)[C@H](O)[C@H]1O[C@H]1O[C@H](CO)[C@@H](O)[C@H](N)[C@H]1O
 : i	-4.8
NS(=O)(=O)c1ccc(CCNC(=O)C2CCCN(S(=O)(=O)c3cccnc3)C2)cc1 (stereo not drawn)
 : i	-3.5
O=C(NCc1ccccc1CN1CCCC1)c1cc2cc(Cl)ccc2o1
 : i	10.5
COc1ccc(OCc2cc(=O)c3ccc4c(c3o2)C=CC(C)(C)O4)cc1OC
 : i	4.2
COc1ccc(S(=O)(=O)N(C)C[C@H]2Oc3ccc(NS(=O)(=O)c4ccccc4)cc3CC(=O)N([C@H](C)CO)C[C@@H]2C)cc1
 : i	-18.3
CC(C)(C)c1ccc(C(=O)OCc2c(-c3ccccc3)ncc3ccccc23)cc1
 : i	6.1

This is a subset. The share of hits here may be higher or lower than overall.
